High-throughput results deposited in PubChem BioAssay by several laboratories.
HIF-2a block: HIF-2a reporter inhibitors, primary screen, luminescence, 786-0 RCC cells | 786-0 RCC cells HIF-2a reporter, luciferase luminescence, overnight | inhibition, % at 18.8 µM | actives 0.72% (n = 360,000);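 active = inhibition of the luminescence signal of 40% or more relative to plate controls, in a single-dose primary screen at 18.75 µM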
hiPSC survival: enhancers of single-cell hiPSC survival, primary screen, ATPlite luminescence | actives 0.044% (n = 360,000) | survival enhancement, % at 20 µM | 100% = ROCK inhibitor wells, 0% = DMSO; in the data active = survival enhancement above about 18%;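 note: cells exposed to compounds for 16 hours before the ATP read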
Shn3 inh set2: reduction of Shn3 3'UTR firefly luciferase signal, primary screen, Schnurri-3 inhibitor project, cell-based, Clone20 osteoblasts, set 2; Clone20 osteoblast Shn3 3'UTR firefly luciferase, 24 h; inhibition, % at 12.5 µM; actives 0.52% (n = 360,000); AID 588674, 2011;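 active = mean inhibition of at least 75% with every replicate also reaching 75%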;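 note: 0% = median of neutral control wells and 100% = pilot-screen positive control compound; some compounds past the cut are filed as inactive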
aDG glyco act: activators of alpha-DG glycosylation, primary screen, uHTS, Pro5-aDG cells, AlphaScreen | alpha-DG glycosylation AlphaScreen (IIH6); 0% Pro5, 100% B10-LARGE cell signal | activation, % at 10 µM | actives 0.22% (n = 360,000) | AID 624168, 2012;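 active = activation of at least 8% versus controls, or a plate z-score of at least 8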;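 note: Pro5 are CHO cells carrying HIG-tagged alpha-DG that lacks glycosylation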
KKLEB tox: cytotoxicity in KKLEB CF airway cells, primary screen, cytotoxicity control for CF NF-kB inhibitor project, cell-based, uHTS, fluorescence assay plates; KKLEB CF airway cells viability, ATPlite luminescence, overnight; active compounds read low; cells stimulated with P. aeruginosa culture filtrate; activity change (cytotoxicity), % at 5 µM; actives 0.36% (n = 360,000); AID 602141, 2011;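 active = corrected activity change at or below -50% at 5 µM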
Peg3 promoter: Peg3 promoter-driven luciferase inhibitors, primary screen, cell-based, HeLa, luciferase luminescence; HeLa PEG-Prom luciferase reporter, overnight; inhibition, % at 20 µM; actives 1.7% (n = 360,000);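 active = inhibition of at least 50% at 20 µM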
CF NFkB inh: inhibitors of PAF-induced NF-kB signaling, primary screen, cell-based, GFP fluorescence, uHTS; KKLEB NF-kB-GFP reporter, GFP fluorescence overnight; inhibition, % at 5 µM; actives 0.86% (n = 360,000);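 active = at least 50% inhibition at 5 µM, scaled per plate between neutral and stimulator controls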;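 note: PAF is a Pseudomonas aeruginosa culture filtrate used as stimulus; plate controls were PAF-stimulated DMSO wells for no effect and unstimulated DMSO wells for full effect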
TWEAK Fn14 block: inhibitors of TWEAK-Fn14 signaling, primary screen, luciferase reporter cells, uHTS; TWEAK-stimulated Fn14 reporter cells, luciferase luminescence, 8 h; inhibition, % at 10 µM; actives 2% (n = 360,000); in the data active = inhibition above about 50%
MITF TRPM1 inh: inhibitors of MITF-dependent TRPM1 promoter reporter, primary screen, cell-based, SK-MEL-5, single point, luciferase. SK-MEL-5 TRPM1 promoter luciferase, 24 h. inhibition, % at 12.5 µM. actives 0.83% (n = 330,000). AID 488899, 2010;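 active = mean inhibition across replicates of 60% or more, whatever share of single replicates reaches that level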; note: values of inactives mirror those of a sister screen read the other way
NR2E3 ag-1: inhibitors of NR2E3-RetCOR corepressor binding, primary screen, NR2E3 agonist project, biochemical, TR-FRET, GST-NR2E3, biotin-RetCOR. 1536-well. inhibition of corepressor binding, % at 4.78 µM. actives 0.12% (n = 320,000). AID 2300, 2010;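 active = percent inhibition above the cutoff of mean plus 3 SD of all tested compounds, set per screening campaign, cut at about 20% in these data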;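 note: 0% = DMSO wells and 100% = biotin wells as full block of FRET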
Target sequence (Q9Y5X4 whole entry, looked up): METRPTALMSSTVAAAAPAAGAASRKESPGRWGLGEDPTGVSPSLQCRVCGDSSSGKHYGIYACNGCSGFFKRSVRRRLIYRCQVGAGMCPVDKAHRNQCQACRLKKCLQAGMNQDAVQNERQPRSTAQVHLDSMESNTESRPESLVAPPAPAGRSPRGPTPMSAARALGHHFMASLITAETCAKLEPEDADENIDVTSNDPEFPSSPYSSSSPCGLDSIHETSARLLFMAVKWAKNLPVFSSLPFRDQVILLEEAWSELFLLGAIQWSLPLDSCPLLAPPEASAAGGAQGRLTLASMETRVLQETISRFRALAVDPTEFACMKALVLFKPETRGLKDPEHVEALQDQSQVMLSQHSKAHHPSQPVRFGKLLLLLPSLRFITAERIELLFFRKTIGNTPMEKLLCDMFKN
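Material – GST-tagged NR2E3 plus biotinylated RetCOR corepressor · Quantity – NR2E3 fusion 1.35 nM · Times – 5 h incubation at 4 °C · Medium – pH 7.5 Tris-based buffer · Technique – TR-FRET, Eu(K)-anti-GST donor, streptavidin-D2 acceptor, ex 340, em 617/671 nm · Benchmarks – high control biotin, low control 0.6% DMSO · Format – 1536-well plates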
NR2E3 ag-2: NR2E3 agonists in two-hybrid cells, primary screen, cell-based, luminescence, CHO-S, Gal4-NCOR/VP16-NR2E3 | Photoreceptor-specific nuclear receptor (Homo sapiens), Q9Y5X4 | luciferase | inhibition of corepressor binding, % at 3.98 µM | actives 0.35% (n = 360,000) | AID 602229, 2012;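 active = inhibition above the mean of all tested compounds plus 3 SD, cut at about 70% in these data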;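 note: 0% = DMSO with NR2E3 transfected cells and 100% = cells lacking NR2E3 construct; higher means lower luciferase signal from less NR2E3 corepressor binding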
The depositor's hits bear a star; x = no result given.

Results follow in this order: HIF-2a block, hiPSC survival, Shn3 inh set2, aDG glyco act, KKLEB tox, Peg3 promoter, CF NFkB inh, TWEAK Fn14 block, MITF TRPM1 inh, NR2E3 ag-1, NR2E3 ag-2
1. Cc1nn(CCCC(=O)N2CCN(c3ccc(F)cc3)CC2)c(C)c1[N+](=O)[O-]
  20, -0.2, -6, 0.1, 9, 7, -2, 2, 5, -1, 4
2. Cc1ccccc1C(=O)NC(=S)Nc1ccccc1C(=O)O
  -10, 6.7, 5, 0.3, -1, -4, -1, -16, -5, 3, 0
3. Cc1cccc(NC(=S)N2CCN(c3ccccn3)CC2)c1
  -27, 0.6, 8, 0.1, -11, 2, -17, 12, 4, -1, -26
4. Cc1ccc(-c2nc3ccccc3c(C(=O)NCc3cccs3)c2C)cc1
  7, 2.0, 2, -0.4, -6, 15, 9, 1, 17, 1, 20
5. O=C(CS(=O)c1ccc(C(F)(F)F)cc1[N+](=O)[O-])Oc1ccccc1 (stereo not given)
  21, 2.3, -29, 0.1, -38, 80*, 57*, -12, 88*, -2, 10
6. O=C(CN1C(=O)NC2(CCc3ccccc32)C1=O)NCCc1ccccc1 (stereo not given)
  14, -0.5, 0, 0.0, 19, 13, -6, 31, -19, 2, -4
7. CN(CC(=O)Nc1ccccc1Cl)C(=O)COC(=O)c1cc([N+](=O)[O-])ccc1N1CCOCC1
  20, 0.5, -1, -0.3, -21, 3, -10, -22, -10, -5, 15
8. CC1=CC(=C(C#N)c2nc3ccccc3s2)C=C(C)N1CC1CCCO1 (stereo not given)
  -119, 19, -52, -0.2, -9, -26, -6, -54, -45, 3, -34
9. Cc1ccccc1-c1ccc2c(c1)O[C@H](CN(C)C(=O)C1CC1)[C@@H](C)CN([C@@H](C)CO)S2(=O)=O
  6, 0.4, -5, 0.1, 4, -4, -11, -7, x, x, -5
10. COc1cccc(C2C(C(=O)OC(C)C)=C(C)Nc3ncnn32)c1 (stereo not given)
  23, -1.2, 3, -0.2, -7, 7, -7, -1, 3, -1, -3

(cont.)
Results follow in this order: HIF-2a block, hiPSC survival, Shn3 inh set2, aDG glyco act, KKLEB tox, Peg3 promoter, CF NFkB inh, TWEAK Fn14 block, MITF TRPM1 inh, NR2E3 ag-1, NR2E3 ag-2
11. COC(=O)/C(C#N)=C/c1ccc(-c2ccc(S(N)(=O)=O)cc2)o1
  5, -0.3, 4, 0.0, -4, -6, -49, -53, 3, -3, -11
12. N#C/C(=C\Nc1ccc2c(c1)OCCO2)c1nc2ccccc2[nH]1
  -202, 3.5, x, -0.2, -4, -103, -6, 61*, -78, 0, -34
13. COCc1c(C(=O)NCCOc2ccc(Cl)cc2)oc2ccccc12
  -13, -0.3, 9, 0.4, 8, 12, 15, -7, 0, 6, 27
14. O=C(COC(=O)CN1C(=O)c2ccccc2C1=O)Nc1ccccc1
  18, 1.9, 8, -0.1, -6, 15, 12, -53, -1, x, -3
15. CSc1cccc(NS(=O)(=O)c2ccc3c(c2)NC(=O)C(C)C(=O)N3)c1 (stereo not given)
  8, 0.3, 6, 0.4, 0, 8, 5, 9, x, -1, -22
16. COc1ccc2nc(C)cc(Nc3ccc(C(=O)O)cc3)c2c1
  19, -0.4, 7, 0.1, -2, 9, -3, -5, 5, -1, -37
17. Cc1ccc(S(=O)(=O)N2[C@@H](c3ccc4c(c3)OCO4)C(C(=O)O)=C[C@H]2CC2CCCC2)cc1
  10, -1.3, 2, -0.1, -2, 10, 6, 2, -6, x, -2
18. CCCCC(C(=O)O)C(C)CC(=O)Nc1ccn(-c2ccccc2)n1 (stereo not given)
  17, -0.8, 8, 0.2, 3, 10, 8, 8, -8, 1, -39
19. Cn1c(CC(=O)Nc2ccccc2)nnc1SCC(=O)Nc1ccc(N2CCOCC2)cc1
  -97, -0.3, -21, 0.0, -6, -68, -2, -16, -14, 1, -20
20. O=c1c2c3c(sc2n(CCN2CCCCC2)c(=O)n1Cc1ccco1)CCCCC3
  -15, 1.0, -2, -0.1, -6, 17, 7, -8, -7, -3, 13

Continued.
Results follow in this order: HIF-2a block, hiPSC survival, Shn3 inh set2, aDG glyco act, KKLEB tox, Peg3 promoter, CF NFkB inh, TWEAK Fn14 block, MITF TRPM1 inh, NR2E3 ag-1, NR2E3 ag-2
21. CN1CCc2ccccc2C1C1CCNCC1 (stereo not given)
  14, 2.0, -1, -0.3, -4, -22, -2, -1, -1, 4, 0
22. COc1ccc(OC)c(NC(=O)C2CCN(C(=O)C3CC(=O)N(c4ccc(C)cc4)C3)CC2)c1 (stereo not given)
  3, -0.2, -71, 0.1, 6, 11, -16, -11, x, 0, 18
23. Cc1nn(CCc2nc(-c3ccco3)cs2)c2[nH]c(=O)cc(C(F)(F)F)c12
  6, 5.3, -17, -0.1, -2, 7, -17, 6, 2, 8, -9
24. N=C(N)SCc1ccc(Cl)c2ccccc12
  -13, 1.5, -20, 0.3, 2, -6, 11, 1, -9, x, -9
25. COc1ccc(N2CCN(C(CNC(=O)C(=O)NCCCO)c3ccco3)CC2)cc1 (stereo not given)
  13, 0.3, -3, 0.4, 9, 6, -9, 0, -1, -2, 29
26. O=C1CC(N2CCOCC2)C(=O)N1c1cccc(Cl)c1 (stereo not given)
  0, -3.0, 0, -0.1, 16, -2, -6, -9, 0, 2, 5
27. CCN(CC(=O)Nc1cccc(S(=O)(=O)N2CCOCC2)c1)Cc1ccccc1
  11, 0.0, 0, 0.0, -15, -4, 18, -19, 6, 2, -6
28. CC1CCN(S(=O)(=O)N2CCC(C(=O)NCCN3CCOCC3)CC2)CC1
  -13, 0.3, 7, -0.2, 3, 15, 2, 5, -13, 0, -12
29. Cc1ccc(C(C)C)c(OCCn2c(=O)oc3ccccc32)c1
  23, 4.1, 5, 0.4, -10, 14, 4, 15, -5, 0, 8
30. O=C1C=CC(=O)N1CCCCCCCCCCN1C(=O)C=CC1=O
  71*, -4.2, 93*, -0.3, -25, 102*, 74*, 27, 91*, x, -11

One compound at a time (already shown):
Listed for `O=C1C=CC(=O)N1CCCCCCCCCCN1C(=O)C=CC1=O` = HIF-2a block = 71*; hiPSC survival = -4.2; Shn3 inh set2 = 93*; aDG glyco act = -0.3; KKLEB tox = -25; Peg3 promoter = 102*; CF NFkB inh = 74*; TWEAK Fn14 block = 27; MITF TRPM1 inh = 91*; NR2E3 ag-1 = x; NR2E3 ag-2 = -11
Listed for `Cc1nn(CCc2nc(-c3ccco3)cs2)c2[nH]c(=O)cc(C(F)(F)F)c12` = HIF-2a block = 6; hiPSC survival = 5.3; Shn3 inh set2 = -17; aDG glyco act = -0.1; KKLEB tox = -2; Peg3 promoter = 7; CF NFkB inh = -17; TWEAK Fn14 block = 6; MITF TRPM1 inh = 2; NR2E3 ag-1 = 8; NR2E3 ag-2 = -9

Following part
Results follow in this order: HIF-2a block, hiPSC survival, Shn3 inh set2, aDG glyco act, KKLEB tox, Peg3 promoter, CF NFkB inh, TWEAK Fn14 block, MITF TRPM1 inh, NR2E3 ag-1, NR2E3 ag-2
31. CC1C=CCC2C(=O)N(c3cccc(C(=O)N4CCN(c5ccc(F)cc5)CC4)c3)C(=O)C12 (stereo not given)
  12, -1.5, 22, -0.1, 19, 10, -12, 10, 4, 0, -11
32. Cc1ccc(C)c(S(=O)(=O)C(C#N)c2nc3ccccc3nc2N2CC(C)OC(C)C2)c1 (stereo not given)
  -4, 2.3, 18, -0.2, 0, 36, 20, 12, 5, 0, 7
33. COc1ccc(OC)c(NC=C2C(=O)OC(C)(C)OC2=O)c1
  3, 1.6, 8, 0.0, -3, -2, 6, 2, -4, -2, -10
34. C=CCOc1ccc2c(c1)c(S(=O)(=O)c1ccc(C)cc1)cn2COC
  9, -0.2, 8, 0.0, 0, 7, 24, -1, 0, 3, -5
35. CN(c1ccccc1)S(=O)(=O)c1ccc(C(=O)NCC(c2ccco2)N2CCCCC2)cc1 (stereo not given)
  11, 0.1, 12, -0.2, -38, 22, 7, 6, 5, -1, 1
36. CCN(C(=O)COC(=O)c1cccnc1Nc1ccccc1F)C1CCS(=O)(=O)C1 (stereo not given)
  -73, 3.7, -10, 0.0, 3, -85, 8, -6, -21, -1, -55
37. Cc1ccc(NCCC(=O)c2cccc([N+](=O)[O-])c2)cc1
  -204, -2.8, -65, 0.4, -2, -192, 10, -60, -25, 1, -19
38. CCOc1ccc(S(=O)(=O)N2CCOCC2)cc1NC(=O)Cc1c(F)cccc1Cl
  -1, -0.6, 8, -0.1, 3, -5, -12, -3, -9, -3, -8
39. COc1ccc(C(=O)/C=C/c2cccs2)c(OC(=O)N2CCOCC2)c1
  6, 0.9, -10, 0.1, -2, 17, -9, 7, -7, 8, 7
40. NC(=O)C1CCN(C(=O)CN2CCc3ccccc32)CC1
  7, 1.8, 4, -0.2, 2, 14, -1, 4, -2, 3, 11

Remaining list, next part.
Results follow in this order: HIF-2a block, hiPSC survival, Shn3 inh set2, aDG glyco act, KKLEB tox, Peg3 promoter, CF NFkB inh, TWEAK Fn14 block, MITF TRPM1 inh, NR2E3 ag-1, NR2E3 ag-2
41. COc1ccc2[nH]cc(CCNC(=O)CC[C@H]3O[C@@H](n4cc(C)c(=O)[nH]c4=O)C[C@@H]3O)c2c1
  9, -0.6, 1, 0.0, 0, 0, 2, -3, -6, x, -36
42. NC(=O)CC(NC(=O)Cc1cccc2ccccc12)c1ccc(NC2CCCCCCC2)c([N+](=O)[O-])c1 (stereo not given)
  9, -0.1, -9, -0.1, -30, 14, -1, -16, -11, -1, -21
43. C[C@H]1CN([C@@H](C)CO)C(=O)Cc2cc(NC(=O)Cc3cn(C)c4ccccc34)ccc2O[C@@H]1CN(C)S(=O)(=O)c1cn(C)cn1
  14, -0.7, -2, -0.2, -1, 6, -9, 5, 18, x, -11
44. COc1ccc(NC(=O)C2CCCC2)cc1
  -16, 0.2, 10, -0.2, -3, -11, 1, -8, -2, 0, -44
45. CCN(CC)S(=O)(=O)c1ccc(NC(=O)Cn2c(=O)oc3ccccc32)cc1
  23, -0.2, -1, -0.2, -12, 14, -2, 2, 10, -1, 2
46. O=C(CCc1nc2ccccc2c(=O)[nH]1)NCCN1C(=O)S/C(=C\c2ccc(Cl)cc2Cl)C1=O
  -41, -0.4, -31, 0.0, -5, -208, 4, 13, -8, 0, -3
47. Cc1cnc(C(=O)N(c2ccc(N3CCOCC3)cc2)C2C(=O)Nc3ccccc3N=C2c2ccc(F)cc2)cn1 (stereo not given)
  -40, -0.9, 6, -0.2, 6, -10, -9, 24, x, x, -1
